From PubChem BioAssay
Pol iota inh = inhibitors of human DNA polymerase iota. Q9UNA4. AID 588590. Potency, µM (highest dose often 115 µM), without a hit: at the top dose activity, negative = inhibition, actives largely listed as inhibitors. 1% of 390,000 active. Pol iota fluorescent replication assay, 10 min
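Pol iota at 10 nM preincubated 15 min with compounds at room temperature; reaction started with fluorescent substrate, 50 nM final. Fluorescence read kinetically at 0 and 10 min; buffer-only wells as negative control.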
APEX1 inh = APE1 (human) endonuclease inhibition; P27695; recombinant APE1, TAMRA/BHQ-2 abasic DNA cleavage fluorescence; Potency, µM (top dose mostly 65.8 µM), without a hit: at the highest dose activity change, negative = inhibition, hits mostly inhibitors; 0.35% of 350,000 active;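 also: plate controls were vehicle for no effect and reference inhibitor for full effect; nearly all actives have a fitted effect of over 55% in size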
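Activity was derived from the fluorescence gain between first and third kinetic reads (60 s intervals, ex 525/em 598 nm) after 50 nM THF-abasic TAMRA/BHQ-2 duplex was added to 0.75 nM APE1 preincubated 15 min with compound.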
BAZ2B block = BAZ2B (human) inhibition | AlphaScreen BAZ2B-H3K14Ac peptide displacement | Potency, µM (highest dose often 114 µM), for inactives: at the highest dose activity change, negative = inhibition, hits mostly inhibitors | AID 504333 | Q9UIF8 | 4.4% of 360,000 active; also: % is scaled to controls: 0 for no effect and ±100 for the full control effect; nearly all actives have a fitted effect of over 60% in size
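In this displacement format the biotinylated H3(5-23) peptide acetylated at Lys14 serves as ligand at 50 nM, with BAZ2B at 50 nM in PBS pH 7.4 containing 0.01% Tween-20. Donor and acceptor beads are 10 ug/mL final.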
Pol kappa inh = inhibitors of human DNA polymerase kappa | Q9UBT6 | purified Pol kappa, fluorescent DNA synthesis assay, 10 min | Potency, µM (series often up to 107 µM), for the others: top-dose activity, negative = inhibition, most hits filed as inhibitors | 0.53% of 400,000 active | AID 588579; also: % is scaled to controls: 0 for no effect and ±100 for the full control effect
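First, compounds were pin-transferred onto 10 nM Pol kappa. After 15 min at room temperature, substrate was added to 50 nM final. Fluorescence was then measured kinetically at 0 and 10 min.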
G9a block = G9a (human) methyltransferase inhibition | Q96KQ7 | G9a H3K9 monomethylation, AlphaScreen, 2 h | Potency, µM (titrated, usually from 102 µM), for the others: at the top dose activity, negative = inhibition, actives largely listed as inhibitors | 8.8% of 350,000 active | AID 504332; also: % is scaled to controls: 0 for no effect and ±100 for the full control effect; nearly all actives have a fitted effect of over 75% in size
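Chemiluminescent proximity detection of H3K9 monomethylation, read after 10 min bead incubation in the dark. Reaction: 20 nM G9a, 500 nM biotin-H3K9 peptide, 20 uM SAM cofactor, 2 h, room temperature, following 15 min enzyme-compound preincubation.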
Anesthetic bind = binds horse apoferritin like a general anesthetic; P02791; apoferritin/1-aminoanthracene competitive binding, fluorescence; Potency, µM (titrated, usually from 77.5 µM), for the others: at the top dose activity change, negative = displacement, hits mostly inhibitors; 0.074% of 350,000 active; also: % is scaled to controls: 0 for no effect and ±100 for the full control effect; nearly all actives have a fitted effect of over 20% in size
Target sequence (P02791 2-175 limits assumed): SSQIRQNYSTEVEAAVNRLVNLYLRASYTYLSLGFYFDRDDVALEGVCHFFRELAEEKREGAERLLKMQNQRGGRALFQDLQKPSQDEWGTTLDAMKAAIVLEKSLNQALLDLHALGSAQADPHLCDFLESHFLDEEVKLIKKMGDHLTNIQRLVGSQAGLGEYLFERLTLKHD
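10 uM apoferritin + 50% sat. 1-AMA, PBS; cpd 10 min RT; Ex380/Em535 endpoint; normalized to free probe vs complex; 4-param Hill fit; propofol titration as pos. ctrl.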
Pol eta inh = blocks human DNA polymerase eta activity; Q9Y253; recombinant Pol eta, fluorescent DNA replication assay; Potency, µM (series often up to 114 µM), inactives show at the highest dose activity change, negative = inhibition, actives largely listed as inhibitors; 1.2% of 390,000 active; AID 588591; also: % is scaled to controls: 0 for no effect and ±100 for the full control effect
Target sequence (Q9Y253 whole entry, looked up): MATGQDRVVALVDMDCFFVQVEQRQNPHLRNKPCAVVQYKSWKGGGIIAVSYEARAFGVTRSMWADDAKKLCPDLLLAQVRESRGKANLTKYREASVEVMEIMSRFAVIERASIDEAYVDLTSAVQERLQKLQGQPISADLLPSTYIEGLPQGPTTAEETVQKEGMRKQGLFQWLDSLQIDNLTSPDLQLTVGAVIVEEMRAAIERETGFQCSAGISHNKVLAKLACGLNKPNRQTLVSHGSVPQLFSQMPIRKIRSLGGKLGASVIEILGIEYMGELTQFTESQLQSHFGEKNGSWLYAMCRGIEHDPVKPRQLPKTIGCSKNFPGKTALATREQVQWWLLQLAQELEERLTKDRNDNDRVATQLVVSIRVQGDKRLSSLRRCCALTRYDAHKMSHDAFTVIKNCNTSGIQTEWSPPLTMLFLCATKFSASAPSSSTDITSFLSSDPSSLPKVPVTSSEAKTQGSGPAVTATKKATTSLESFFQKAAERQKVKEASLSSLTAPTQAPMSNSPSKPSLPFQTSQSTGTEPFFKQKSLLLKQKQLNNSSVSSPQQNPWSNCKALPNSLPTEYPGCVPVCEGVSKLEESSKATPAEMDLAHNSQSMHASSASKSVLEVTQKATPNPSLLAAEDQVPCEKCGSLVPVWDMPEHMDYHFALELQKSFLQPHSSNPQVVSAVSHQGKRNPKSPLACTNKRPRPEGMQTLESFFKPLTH
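Pol eta at 10 nM preincubated with compounds 15 min at room temperature; reaction started with fluorescent substrate (50 nM final) and read kinetically at 0 and 10 min.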
POLB inh = inhibitors of human DNA polymerase beta | 1.3% of 340,000 active | Pol beta primer extension/strand displacement, fluorescence kinetic | AID 485314 | P06746 | Potency, µM (series often up to 114 µM), for inactives: at the top dose activity change, negative = inhibition, actives largely listed as inhibitors; also: % is scaled to controls: 0 for no effect and ±100 for the full control effect
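Kinetic readout of DNA synthesis with strand displacement by Pol beta. Compound and 10 nM enzyme sit 15 min at room temperature; 50 nM substrate starts the reaction, read immediately and at 10 min.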
BLM inh = Bloom syndrome helicase (human) inhibition; AID 2528; recombinant BLM DNA unwinding, fluorescence dequenching; P54132; Potency, µM (doses to about 56.1 µM), for inactives: top-dose activity change, negative = inhibition, hits mostly inhibitors; 0.2% of 350,000 active;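 also: plate controls were vehicle for no effect and no enzyme for full effect; nearly all actives have a fitted effect of over 35% in size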
* marks the source's active call; other numbers are inactive results; ? = inconclusive; nt = not tested or not shown; & = joins results of further samples; [ ] = dose if it differs, or a comment. Calls follow the shape of the dose curve; as a rule, active = well fitted curve in the direction sought with a large enough effect; inconclusive = small, poorly fitted or top-dose-only effect, or another doubt; inactive = no such curve, though single readings can be large; an effect the other way counts as inactive or inconclusive. Potency is read from the fitted curve at half-maximal effect. The list is partial, so the mix of outcomes need not match the whole.

cpd	SMILES	Pol iota inh	APEX1 inh	BAZ2B block	Pol kappa inh	G9a block	Anesthetic bind	Pol eta inh	POLB inh	BLM inh
1	O=C(CC12CC3CC(CC(C3)C1)C2)NCCN1CCOCC1	20.1%	14.3%	4.1%	-6.6%	-3.2%[12.7 µM]	2.4%	-19.5%	55.7%	0.4%
2	CCOCCCN1C(=O)CN(C2CCCCC2)C(=O)C1c1ccc(OCC)c(OC)c1 (configuration not stated)	28.8%	0.2%	-5.0%	-7.6%	16.0%	-10.4%	-12.3%	2.1%	-1.6%
3	COc1cccc(CN2CCc3[nH]c(=S)[nH]c(=O)c3C2)c1	32.5%[activator]	15.4%	-13.4%	-8.2%	44.7µM*	-1.8%	-18.5%	6.6%	-1.6%
4	O=C(c1ccccc1F)N1CCN(c2ccc([N+](=O)[O-])c(NCC3CCCO3)c2)CC1 (configuration not stated)	-24.6%	-11.7%	?	-4.8%	-46.7%	?	-3.3%	13.0%	-0.6%
5	NC(=O)C(CC(=O)O)NC(=O)[C@@H]1CCOc2c(I)cc([N+](=O)[O-])cc2C(=O)N[C@@H](CCC(=O)O)C(=O)N[C@@H](CO)C(=O)N1 (some centres not stated)	?	0.6%	?	?	7.94µM*	6.7%	?	-10.4%	2.0%
6	CCN(CC)c1ccc([N+](=O)[O-])cc1C(=O)N1CCOCC1	25.2%	8.8%	17.2%	-6.2%	-5.5%	-18.7%	2.9%	0.2%	-0.2%
7	Cc1nc2ccccc2n1CC(=O)OCC(=O)N1CCC(C)CC1	21.5%	4.6%	nt	-3.1%	nt	nt	-6.7%	nt	nt
8	CNc1ncnc2c1ncn2[C@@H]1O[C@H](COP(=O)(O)O)[C@@H](O)[C@H]1O	nt	-0.4%	nt	4.9%[19.4 µM]	32.3%[59 µM]	0.6%	nt	nt	nt
9	C[C@@H](CN1C2=NC[C@H](C)N2C[C@H]1Cc1ccc(O)cc1)NC(=O)CCC1CCCCC1	-18.3%	-5.0%	-13.5%	-9.4%	7.0%[12.7 µM]	-10.4%	-6.6%	7.8%	-2.0%
10	CC(=O)NC(Cc1ccc(F)cc1)C(=O)NC1CCN(C(=O)NCc2ccccc2)CC1 (configuration not stated)	1.3%	28.3%	-12.8%	-1.0%	5.2%	-7.0%	-10.3%	0.2%	-2.0%
11	Cc1ccc(-c2nnc(SCC(C)C)n2C)cc1	7.7%	-1.8%	-24.9%[57.1 µM]	-4.2%	22.6%	?	12.5%	-20.0%	-1.8%
12	CC(=O)c1cccc(NC(=O)C(C)OC(=O)c2cc(C)oc2C)c1 (configuration not stated)	41.8%[activator]	1.0%	?	-4.1%	?	nt	?	nt	nt
13	COc1cc(C2NC(=S)NC(c3ccccc3)=C2C(C)=O)ccc1O (configuration not stated)	-9.6%	1.5%	-2.2%	-9.6%	-29.5%	-11.7%	-11.7%	20.9%	-3.5%
14	COc1ccc(/C=C/C(=O)NCCOc2ccc(C)cc2)cc1	6.6%	15.6%	7.1%	-6.4%	9.4%[59 µM]	-9.6%	-18.6%	24.0%	4.7%
15	Cc1cccc(C(=O)Nc2ccc(-c3nc4ccccc4s3)cc2Cl)c1	21.2%	nt	0.5%	-2.7%[60.1 µM]	3.5%[59 µM]	63.9%[activator]	-13.4%	24.4%	-3.1%

In the list so far, these have fluorine:
cpd	SMILES	Pol iota inh	APEX1 inh	BAZ2B block	Pol kappa inh	G9a block	Anesthetic bind	Pol eta inh	POLB inh	BLM inh
4	O=C(c1ccccc1F)N1CCN(c2ccc([N+](=O)[O-])c(NCC3CCCO3)c2)CC1 (configuration not stated)	-24.6%	-11.7%	?	-4.8%	-46.7%	?	-3.3%	13.0%	-0.6%
10	CC(=O)NC(Cc1ccc(F)cc1)C(=O)NC1CCN(C(=O)NCc2ccccc2)CC1 (configuration not stated)	1.3%	28.3%	-12.8%	-1.0%	5.2%	-7.0%	-10.3%	0.2%	-2.0%

Additional records follow.
cpd	SMILES	Pol iota inh	APEX1 inh	BAZ2B block	Pol kappa inh	G9a block	Anesthetic bind	Pol eta inh	POLB inh	BLM inh
16	CCCCC(=O)NC(=O)NC(c1ccccc1)c1ccccc1	-14.7%	-5.4%	1.2%	9.9%	42.0%[59 µM]	-4.1%	-13.8%	2.6%	-11.0%
17	Cc1cc(C)cc(NCc2cc(=O)oc3cc(-c4ccccc4)c(O)cc23)c1	9.4%	-7.0%	10.3%	-7.7%	7.9%	-9.6%	-4.5%	3.2%	-1.8%
18	Cc1nc(NC(=O)/C=C/c2ccccc2)sc1C(=O)Nc1ccccc1	6.9%	-2.7%	-3.0%	-1.3%	41.7%[0.501 µM]	-9.3%	3.5%	36.7%	-4.3%
19	COc1ccccc1CNC(=O)COC(=O)c1cccc(S(=O)(=O)N2CCOCC2)c1	3.5%	7.5%	-1.3%	-3.7%	12.6µM*	nt	-9.7%	nt	nt
20	O=C(O)CCSc1nc2ccccc2n1CCOc1ccccc1	24.5%	0.2%	2.5%	2.1%	-8.1%[59 µM]	-5.5%	0.0%	2.2%	-0.2%
21	Cc1ccc(NCc2nc(SCC(=O)Nc3ccccc3)n[nH]2)cc1	80.0%[activator]	13.2%	?	-7.1%	-0.1%	5.8%	-4.6%	10.4%	-4.7%
22	CNC[C@H]1Oc2ccc(NC(=O)C3CCCCC3)cc2CC(=O)N([C@H](C)CO)C[C@@H]1C	-12.8%	-7.2%	nt	-9.3%	nt	nt	-9.8%	nt	nt
23	CC(=O)Nc1ccccc1Sc1ccc2c3c(cccc13)C(=O)N(c1ccc(C)cc1)C2=O	19.6%	3.2%	-15.0%	-4.6%	27.7%[59 µM]	4.2%	?	-4.4%	-10.0%
24	CC(NC(=O)COC(=O)c1cc(NS(=O)(=O)c2ccc(Cl)c([N+](=O)[O-])c2)ccc1O)C1CC2CCC1C2 (configuration not stated)	-12.2%	-11.7%	-32.7%	-6.4%	?	?	?	1.3%	-14.8%
25	COC(=O)C1=C[C@@H](C(=O)OC)[C@@H]2C3=C(C(=O)C2(C)C)[C@H](c2ccccc2)[C@@H]2C(=O)N(c4ccccc4)C(=O)[C@@H]2[C@@H]3C1	0.8%	-7.3%	nt	-5.6%	nt	-18.7%	nt	nt	-2.2%
26	CCn1c(SCC(=O)O)nc2ccccc21	85.2%[activator]	-1.7%	-11.9%	0.2%	-4.7%	-1.1%	-5.6%	29.7%	-2.0%
27	CCN(CC)S(=O)(=O)c1cccc(C(=O)OCC(=O)NC(C)c2ccccc2)c1 (configuration not stated)	4.8%	-3.3%	nt	-3.9%	7.3%	-15.9%	-8.8%	-0.2%	0.7%
28	Cc1ccc2[nH]c(=O)c(C(c3nnnn3C(C)(C)C)N3CCN(C(=O)c4ccco4)CC3)cc2c1 (configuration not stated)	14.2%	-1.3%	14.1%	-6.0%	-8.6%[0.501 µM]	-5.1%	-9.1%	2.2%	-1.2%
29	O=C1CCCC2=C1C1(O)C(=O)c3ccccc3C1(O)O2 (configuration not stated)	?	-7.1%	-6.9%	-20.4%	-44.2%[12.7 µM]	-8.3%	-0.6%	-5.8%	-5.9%
30	CCC1Oc2ccc(C)cc2N(CC(=O)N2CCOCC2)C1=O (configuration not stated)	23.4%	84.2%[activator]	-20.3%	-8.3%	-3.7%	2.3%	-21.8%	-17.2%	-2.6%
31	Cc1ccc2nc(-c3ccccc3NC(=O)CCC(=O)O)c(=O)[nH]c2c1	17.9%	3.7%	-2.9%	-13.2%	nt	-0.9%	-11.6%	1.5%	-6.7%
32	O=C(COC(=O)c1ccccc1)NC1CCCCCC1	0.9%	49.1%[activator]	nt	-8.9%	nt	nt	-3.7%	nt	nt
33	O=c1c(Sc2ccccc2)c(C(F)(F)F)[nH]n1-c1ccccc1	4.3%	1.8%	?	-3.3%	12.7%	-10.7%	-0.7%	-9.3%	-1.0%
34	CCCCCCCCCCC(=O)Nc1cccnc1	nt	2.8%	-2.2%	nt	21.9%	?	nt	10.8%	-4.6%
35	O=C(NCc1ccccc1)C1CCC(CNc2c(N3CCCCC3)c(=O)c2=O)CC1 (configuration not stated)	-2.6%	-2.4%	0.5%	-19.6%	18.9%	0.1%	-9.6%	17.8%	4.1%
36	COCCCOc1cc(NCc2ccccc2)c2ncn(C(C)C)c2c1	8.3%	-13.0%	nt	-19.8%	nt	nt	?	nt	nt
37	CC1(C)CC(=O)c2c(oc3cc(O)c(O)cc23)C1	-9.6%	?	-37.4%	-14.1%	3.55µM*	?	-16.5%	5.3%	-10.6%&-7.5%
38	O=C(Nc1cccc(S(=O)(=O)Nc2ccccc2F)c1)c1ccc2ccccc2n1	?	-4.9%	?	-11.1%	2.82µM*	?	-4.5%	4.0%	-10.2%
39	O=C(Nc1cccc(-c2nc3ccccc3o2)c1)c1cc([N+](=O)[O-])ccc1N1CCOCC1	-4.8%	nt	?	-3.1%	?	6.1%	9.7%	7.5%	-3.3%
40	C[C@H]1COC(=O)[C@@H](Cc2ccc(F)cc2)C/C=C\C[C@@H](CC(=O)N[C@@H](CO)Cc2ccccc2)C(=O)N1	1.2%	30.2%	nt	10.8%	nt	nt	-9.6%	nt	nt
41	Cc1ccc(S(=O)(=O)Nc2ccc(N3CCOCC3)cc2)cc1C	10.8%	-13.2%	-22.4%	-9.0%	44.7µM*	-0.7%	1.9%	31.6%	-0.5%
42	O=C(NNC(=O)C12CC3CC(CC(C3)C1)C2)c1ccccc1O	7.1%	20.6%	2.4%	1.6%	19.1%[59 µM]	nt	-3.6%	nt	nt
43	CC(=O)c1ccc(N(CC(=O)NC2CCCC2)C(=O)CNC(=O)c2cccs2)cc1	18.8%	-0.1%	9.6%	4.8%	-1.1%	-5.4%	1.4%	22.4%	-10.4%
44	CCCCSc1oc(-c2ccco2)nc1S(=O)(=O)c1ccccc1	24.3%	20.4%	-3.5%	0.9%	-17.9%	-13.0%	-7.7%	-10.2%	-10.5%
45	O=C(CN1C(=O)NC(c2ccc(F)cc2)C1=O)NC1CCCCC1 (configuration not stated)	19.3%	-4.7%	nt	-7.6%	nt	nt	-21.8%	nt	nt
46	O=C(Cc1ccccc1Nc1c(Cl)cccc1Cl)OCO/N=[N+](\[O-])N1CCCC1	?	-4.5%	nt	-15.1%	nt	47.7%[activator]	nt	nt	-12.1%
